# Source: PubChem BioAssay (National Center for Advancing Translational Sciences (NCATS))
# JMJD2A Tudor inh = qHTS Assay for Inhibitors of JMJD2A-Tudor Domain | Potency, µM (highest dose often 114 µM), without a hit: top-dose activity change, negative = inhibition, hits mostly inhibitors | AlphaScreen JMJD2A-Tudor / H3K4me3 peptide binding | AID 504339, 2011 | 390,000 compounds, 4.4% hits; also: % is scaled to controls: 0 for no effect and ±100 for the full control effect; nearly all actives have a fitted effect of over 50% in size
# Pin1 inh = qHTS Assay to Find Inhibitors of Pin1; Pin1 FP peptide displacement, HiFluor488, 10 min; Potency, µM (doses to about 115 µM), for the others: at the highest dose activity, negative = inhibition, most hits filed as inhibitors; 390,000 compounds, 0.009% hits; AID 504891, 2011; active = well fitted inhibition curve with a large enough effect in the polarisation, with a control signal flat, not every such curve was filed as active; inconclusive = small, poorly fitted or top-dose-only effect, or effect the other way, or a change in a side signal; inactive = no such curve, though single readings can be large or run the other way; the % refers to the polarisation; also: % is scaled to controls: 0 for no effect and ±100 for the full control effect
# Target sequence (Q13526 whole entry, looked up): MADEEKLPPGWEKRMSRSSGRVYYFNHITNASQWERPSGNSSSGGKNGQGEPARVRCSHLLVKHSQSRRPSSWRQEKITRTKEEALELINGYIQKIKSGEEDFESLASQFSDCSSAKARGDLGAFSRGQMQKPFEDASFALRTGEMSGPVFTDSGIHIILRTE
# GLS inhibitor = qHTS for Inhibitors of Glutaminase (GLS). Glutaminase kidney isoform, mitochondrial (Homo sapiens), O94925. GLS enzymatic activity, qHTS titration. Potency, µM (series often up to 45.5 µM), for inactives: at the highest dose activity change, negative = inhibition, hits mostly inhibitors. 410,000 compounds, 0.21% hits; also: % is scaled to controls: 0 for no effect and ±100 for the full control effect
#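 Assay buffer: 45 mM KH2PO4 pH 8.2, 0.02% Tween-20. hKGA acts on L-glutamine (1 mM solution added); product glutamate is reported by an oxidase/peroxidase Amplex Red coupling, with fluorescence taken at baseline and 30 min.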
# G9a inh = qHTS Assay for Inhibitors of Histone Lysine Methyltransferase G9a | Histone-lysine N-methyltransferase EHMT2 (Homo sapiens), Q96KQ7 | G9a H3K9 monomethylation, AlphaScreen, 2 h | Potency, µM (highest dose often 102 µM), without a hit: at the highest dose activity, negative = inhibition, actives largely listed as inhibitors | 350,000 compounds, 8.8% hits; also: % is scaled to controls: 0 for no effect and ±100 for the full control effect; nearly all actives have a fitted effect of over 75% in size
# Target sequence (Q96KQ7 913-1193 limits assumed): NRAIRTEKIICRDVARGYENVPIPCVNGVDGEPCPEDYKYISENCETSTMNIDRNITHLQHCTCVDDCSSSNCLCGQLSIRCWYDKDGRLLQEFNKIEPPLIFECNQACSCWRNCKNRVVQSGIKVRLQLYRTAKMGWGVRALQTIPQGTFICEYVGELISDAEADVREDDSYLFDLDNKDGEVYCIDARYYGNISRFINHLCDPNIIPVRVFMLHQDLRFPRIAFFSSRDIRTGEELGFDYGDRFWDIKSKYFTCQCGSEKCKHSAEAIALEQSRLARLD
#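 G9a (20 nM) preincubated 15 min RT with compounds, then 500 nM biotinylated H3K9 peptide and 20 uM SAM added; 2 h RT reaction. Monomethyl-H3K9 product detected by AlphaScreen with anti-H3K9me1 antibody, streptavidin donor and anti-rabbit IgG acceptor beads.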
# Tb PGK inh = qHTS Assay to Find Inhibitors of Phosphoglycerate Kinase. Phosphoglycerate kinase, glycosomal (Trypanosoma brucei brucei), P07378. PGK/GAPDH coupled, Kinase-Glo luminescence, 60 min. Potency, µM (series often up to 57.5 µM), for the others: top-dose activity change, negative = inhibition, most hits filed as inhibitors. 380,000 compounds, 0.043% hits. AID 602233, 2012; also: % is scaled to controls: 0 for no effect and ±100 for the full control effect; nearly all actives have a fitted effect of over 60% in size
# Target sequence (P07378 whole entry, looked up): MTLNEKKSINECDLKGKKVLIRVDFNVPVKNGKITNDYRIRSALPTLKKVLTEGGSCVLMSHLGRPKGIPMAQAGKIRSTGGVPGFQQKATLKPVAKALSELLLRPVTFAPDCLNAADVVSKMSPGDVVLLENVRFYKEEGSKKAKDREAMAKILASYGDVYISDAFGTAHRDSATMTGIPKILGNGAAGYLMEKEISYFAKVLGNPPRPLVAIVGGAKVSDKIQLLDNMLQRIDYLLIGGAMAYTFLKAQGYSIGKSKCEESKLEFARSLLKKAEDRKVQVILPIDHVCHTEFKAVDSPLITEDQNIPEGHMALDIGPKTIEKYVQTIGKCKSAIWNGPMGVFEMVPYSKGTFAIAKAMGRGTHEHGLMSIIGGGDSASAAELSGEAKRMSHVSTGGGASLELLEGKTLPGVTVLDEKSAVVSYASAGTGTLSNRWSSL
#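 Recombinant glycosomal PGK reaction used 1,3-bisphosphoglycerate generated in-well by GAPDH (100nM final) in 100mM TEA pH 7.6, 5mM MgCl2, 0.01% Tween-20. After 60 minutes at room temperature, ATP was read by Kinase-Glo Plus luminescence end-point.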
# BLM inh = qHTS Assay for Inhibitors of Bloom's syndrome helicase (BLM) | recombinant BLM DNA unwinding, fluorescence dequenching | Potency, µM (highest dose often 56.1 µM), inactives show top-dose activity change, negative = inhibition, usual class: inhibitors | 350,000 compounds, 0.2% hits | AID 2528, 2010;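 also: plate controls were vehicle for no effect and no enzyme for full effect; nearly all actives have a fitted effect of over 35% in size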
# BAZ2B inh = qHTS Assay for Inhibitors of BAZ2B; AlphaScreen BAZ2B-H3K14Ac peptide displacement; Potency, µM (highest dose often 114 µM), inactives show at the highest dose activity change, negative = inhibition, hits mostly inhibitors; 360,000 compounds, 4.4% hits; also: % is scaled to controls: 0 for no effect and ±100 for the full control effect; nearly all actives have a fitted effect of over 60% in size
#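 In this displacement format the biotinylated H3(5-23) peptide acetylated at Lys14 serves as ligand at 50 nM, with BAZ2B at 50 nM in PBS pH 7.4 containing 0.01% Tween-20. Donor and acceptor beads are 10 ug/mL final.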
# POLI inh = qHTS for Inhibitors of Polymerase Iota; AID 588590, 2011; Potency, µM (titrated, usually from 115 µM), for inactives: top-dose activity, negative = inhibition, hits mostly inhibitors; Pol iota fluorescent replication assay, 10 min; 390,000 compounds, 1% hits; DNA polymerase iota (Homo sapiens), Q9UNA4
#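 Pol iota at 10 nM preincubated 15 min with compounds at room temperature; reaction started with fluorescent substrate, 50 nM final. Fluorescence read kinetically at 0 and 10 min; buffer-only wells as negative control.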
# HP1b binding inh = HTS for Inhibitors of HP1-beta Chromodomain Interactions with Methylated Histone Tails; Chromobox protein homolog 1 (Homo sapiens), P83916; AlphaScreen HP1-beta / biotin-H3K9me3 peptide binding; Potency, µM (series often up to 114 µM), for the others: at the highest dose activity change, negative = inhibition, usual class: inhibitors; 390,000 compounds, 0.56% hits; AID 540317, 2011; also: nearly all actives have a fitted effect of over 70% in size; inactives centre near 23
# Target sequence (P83916 whole entry, looked up): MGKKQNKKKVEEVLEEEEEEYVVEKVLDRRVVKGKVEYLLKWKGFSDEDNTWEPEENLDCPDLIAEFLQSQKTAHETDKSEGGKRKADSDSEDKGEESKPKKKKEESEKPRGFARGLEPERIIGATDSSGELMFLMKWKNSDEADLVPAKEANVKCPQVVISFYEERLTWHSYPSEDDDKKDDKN
#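 HP1-beta protein (50 nM final) preincubated 30 min at room temperature with biotinylated H3(1-18)K9me3 peptide (50 nM) in PBS pH 7.4, 0.01% Tween-20, then compound added for 30 min. AlphaScreen streptavidin donor/nickel chelate acceptor beads (10 ug/mL final), 30 min dark, luminescence read.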
# * hit, by the source's call; i = inactive; ? = inconclusive; . = not tested or not shown; [ ] = remark or other dose. Unless noted, calls follow the shape of the dose curve; as a rule, active = well fitted curve in the direction sought with a large enough effect; inconclusive = small, poorly fitted or top-dose-only effect, or another doubt; inactive = no such curve, though single readings can be large; an effect the other way counts as inactive or inconclusive. Potency is read from the fitted curve at half-maximal effect. A portion of the library (hit frequency here may not be typical).
Molecule,JMJD2A Tudor inh,Pin1 inh,GLS inhibitor,G9a inh,Tb PGK inh,BLM inh,BAZ2B inh,POLI inh,HP1b binding inh
Cc1ccccc1NC(=O)CSc1nc(N)c(C#N)cc1C#N,-7%,46%[activator],?,13%,5%,-1%,3%,20%,13%
Nc1nnnn1/N=C/c1ccccc1OCc1ccc(Cl)cc1,-9%,15%,2%,-7%[59 µM],-2%,0%,-1%,2%,24%
COc1nc(C)nc2c1sc1nc3c(cc12)COC(C)(C)C3,-16%[11.4 µM],-6%,-5%,22%[12.7 µM],-8%,3%,-2%,25%,-13%
Cc1cc(C)n2nc(S(=O)(=O)N(CC(C)C)CC(C)C)nc2n1,-23%,-4%,1%,-5%[59 µM],i,1%,-2%,-20%,46%[activator]
Cc1cc(NS(=O)(=O)c2ccc(NC(=S)NC(=O)c3cccc(S(=O)(=O)N(C)C)c3)cc2)no1,-9%,-6%,8%,35µM*,i,-9%,-18%,13%,0%
Cc1ccc(C)n1Cc1ccccc1Cl,-9%,11%,-10%,-36%,6%,-3%,-23%,-11%,41%[activator]
COc1ccc2sc3ccccc3c(=O)c2c1,38%[activator],3%,17%,93%[activator],2%,0%,45%[activator],-5%,83%
COCNc1nc(OCC#N)nc(N(C)C)n1,-17%,?,16%,13%,0%,3%,6%,6%,15%
CC(C)(C)C(=O)/C=C(\N)c1ccncc1,-2%,-5%,3%,1%[59 µM],9%,-6%,10%,7%,23%
O=C(NC1CCCC1)C(c1ccco1)N(C(=O)c1ccco1)c1ccc(F)cc1 (stereo not given),-13%,4%,5%,-11%,-3%,-4%,-15%,110%[activator],13%
Cc1ccccc1NC(=O)c1cc2c([nH]c1=O)CC(C)(C)CC2=O,-9%,-3%,-24%,10%[59 µM],1%,-6%,1%,15%,11%
Cc1cccc(C(=O)OCC(=O)N2CCCC2=O)c1[N+](=O)[O-],-9%,1%,0%,6%[0.501 µM],4%,.,-2%,55%[activator],34%
CCc1ccccc1N(CC(=O)N1CCN(c2ccc(F)cc2)CC1)S(C)(=O)=O,?,1%,29%,79µM*,-6%,-1%,-10%,?,20%
Cc1ccc(CNC(=O)C2CCC(=O)N(Cc3ccc(Cl)cc3)C2)cc1F (stereo not given),-12%,0%,6%,.,0%,-1%,-4%,18%,15%
CCc1c(C(=O)NN2C(=O)C3CCCCC3C2=O)csc1C (stereo not given),-8%,-5%,3%,19%,-1%,5%,5%,12%,11%
COc1ccc(NCC(O)Cn2c(C)c(C)c3ccccc32)cc1 (stereo not given),?,-2%,0%,.,0%,-11%,40µM*,54%[activator],40µM*
Cc1ccnc(NC(=O)CCC(=O)c2cccs2)c1,?,6%,-8%,2%[12.7 µM],-15%,.,-1%,20µM*,-30%
COc1ccc(CN2CC(C(=O)NCCC(C)C)CC2=O)cc1 (stereo not given),-21%,-3%,4%,14%[59 µM],0%,-3%,-2%,172%[activator],14%
CCOC(=O)c1sc(NC(=O)C(CC)Sc2nccn2C)nc1C (stereo not given),-26%,2%,4%,?,1%,-3%,.,21%,12%
CC(C)(C)c1ccc2c(c1)N(CC(=O)NCCCN1CCN(c3ccccc3F)CC1)C(=O)CO2,-18%,-2%,4%,6%[59 µM],-7%,-2%,-22%,3%,23%

# Given as labelled records: part of the list above.
> CCc1ccccc1N(CC(=O)N1CCN(c2ccc(F)cc2)CC1)S(C)(=O)=O
  JMJD2A Tudor inh: ?; Pin1 inh: 1%; GLS inhibitor: 29%; G9a inh: 79µM*; Tb PGK inh: -6%; BLM inh: -1%; BAZ2B inh: -10%; POLI inh: ?; HP1b binding inh: 20%
> Cc1ccc(CNC(=O)C2CCC(=O)N(Cc3ccc(Cl)cc3)C2)cc1F (stereo not given)
  JMJD2A Tudor inh: -12%; Pin1 inh: 0%; GLS inhibitor: 6%; G9a inh: .; Tb PGK inh: 0%; BLM inh: -1%; BAZ2B inh: -4%; POLI inh: 18%; HP1b binding inh: 15%

# (further entries)
Molecule,JMJD2A Tudor inh,Pin1 inh,GLS inhibitor,G9a inh,Tb PGK inh,BLM inh,BAZ2B inh,POLI inh,HP1b binding inh
O=C(Cc1cccc2ccccc12)N1CCCc2ccccc21,20%,-4%,-1%,0%[59 µM],4%,-1%,-3%,25%,45%
COc1cccc(N2C(=O)CN(Cc3cc(OC)c(OC)c(OC)c3)C2=S)c1,-7%,-3%,10%,-23%,-5%,-5%,-22%,33%[activator],48%[activator]
O=C(Cc1ccsc1)NNC(=O)c1ccccc1O,-19%,3%,13%,-4%,6%,.,-32%,-21%,20%
O=C(/C=C/c1ccc(Cl)cc1Cl)N1CCc2ccccc21,-3%,4%,-11%,2%,-5%,-4%,-6%,73%[activator],27%
COc1ccccc1NS(=O)(=O)c1cc(NC(=O)c2cccs2)ccc1N1CCCC1,?,14%,9%,1.6µM*,0%,-12%,-38%,-3%,?
O=C(c1ccc(Cl)cc1)N1CCc2c([nH]c3ccccc23)C1C(F)(F)F (stereo not given),-34%,-2%,9%,7%,4%,-13%,-32%,4%,8%
CC1CCCCC1NC(=O)COC(=O)COc1ccccc1F (stereo not given),-14%,1%,2%,.,i,.,.,104%[activator],19%
CC(=O)Nc1ccc(-c2cn3cccnc3n2)cc1,-11%,-7%,-4%,13%,-9%,-1%,-3%,27%,7%
Cc1nn(CC2CC2)c(=O)n1-c1ccccc1F,3%,-4%,10%,-2%,3%,-2%,-2%,-3%,24%
C/C(=N\NC(=O)C1CC1c1ccccc1)c1cccc([N+](=O)[O-])c1 (stereo not given),-15%,-7%,-8%,15%,-9%,-2%,1%,10%,32%
O=C(COc1ccc(Cl)cc1)N1CCCC1,-9%,1%,10%,-4%[59 µM],5%,-8%,4%,15%,31%
Cc1cc(N2C(=O)CC(N3CCN(C(c4ccccc4)c4ccccc4)CC3)C2=O)no1 (stereo not given),-32%,1%,6%,?,0%,-6%,?,?,24%
O=S1(=O)[C@H]2C[C@H](CO)O[C@@]2(CO)CN1Cc1ccc(-c2cccc(Cl)c2)cc1,-24%,-1%,-7%,.,-3%,.,.,-11%,61%[activator]
CC(C)=CCN1CCN(CC#Cc2ccccc2)CC1CCO (stereo not given),-19%,2%,-9%,.,-3%,-11%,-3%,29%,29%
CCOC(=O)N1CCC(NC(=O)CCCN2C(=O)CSc3ncccc32)CC1,0%,1%,-1%,14%[59 µM],3%,-5%,1%,0%,48%[activator]
O=S(=O)(c1cccs1)N1CCN(Cc2ccccc2)CC1,-6%,-6%,-8%,18%,0%,-1%,5%,7%,18%
Cc1nc(CNC(=O)c2ccccc2OC2CCN(S(C)(=O)=O)CC2)cs1,-3%,0%,4%,.,-4%,5%,-6%,27%,35%
Cc1cc(C(F)(F)F)nc(SCC(=O)NC2CC3CCC2C3)n1 (stereo not given),-11%,-2%,0%,-35%[12.7 µM],-8%,1%,0%,7%,29%
COc1ccccc1NC(=S)NCCc1c[nH]c2ccccc12,?,1%,?,-7%[0.501 µM],i,-7%,45µM*,?,8.9µM*
Cc1cc(C)c(NS(=O)(=O)c2ccccc2)c(C)c1,-1%,0%,3%,.,1%,.,.,4%,15%[57 µM]
COC(=O)CN1C(=O)COc2ccc(Cl)cc21,-19%,33%[activator],6%,-5%,-3%,3%,0%,-10%,24%
COCCn1c(C)cc(O)c(C(c2ccccc2)N2CCCCC2)c1=O (stereo not given),-11%,-6%,1%,4%[59 µM],i,0%,9%,9%,30%
CCOc1cc(/C=N/NC(=O)CN2CCCCC2)ccc1OCc1ccc(Cl)cc1,?,2%,-1%,-4%[59 µM],3%,1%,50µM*,11%,11%
COC(=O)c1ccc(C(=O)OC)c(NC(=O)CSc2ccccn2)c1,8%,-3%,2%,-15%[12.7 µM],i,-1%,3%,-8%,38%

# Arranged by length of the SMILES (ascending): some entries from above
Molecule,JMJD2A Tudor inh,Pin1 inh,GLS inhibitor,G9a inh,Tb PGK inh,BLM inh,BAZ2B inh,POLI inh,HP1b binding inh
COC(=O)CN1C(=O)COc2ccc(Cl)cc21,-19%,33%[activator],6%,-5%,-3%,3%,0%,-10%,24%
CC(C)=CCN1CCN(CC#Cc2ccccc2)CC1CCO (stereo not given),-19%,2%,-9%,.,-3%,-11%,-3%,29%,29%
Cc1cc(C)c(NS(=O)(=O)c2ccccc2)c(C)c1,-1%,0%,3%,.,1%,.,.,4%,15%[57 µM]
Cc1cc(C(F)(F)F)nc(SCC(=O)NC2CC3CCC2C3)n1 (stereo not given),-11%,-2%,0%,-35%[12.7 µM],-8%,1%,0%,7%,29%
COC(=O)c1ccc(C(=O)OC)c(NC(=O)CSc2ccccn2)c1,8%,-3%,2%,-15%[12.7 µM],i,-1%,3%,-8%,38%
CCOC(=O)N1CCC(NC(=O)CCCN2C(=O)CSc3ncccc32)CC1,0%,1%,-1%,14%[59 µM],3%,-5%,1%,0%,48%[activator]
Cc1nc(CNC(=O)c2ccccc2OC2CCN(S(C)(=O)=O)CC2)cs1,-3%,0%,4%,.,-4%,5%,-6%,27%,35%
CCOc1cc(/C=N/NC(=O)CN2CCCCC2)ccc1OCc1ccc(Cl)cc1,?,2%,-1%,-4%[59 µM],3%,1%,50µM*,11%,11%
Cc1cc(N2C(=O)CC(N3CCN(C(c4ccccc4)c4ccccc4)CC3)C2=O)no1 (stereo not given),-32%,1%,6%,?,0%,-6%,?,?,24%
O=S1(=O)[C@H]2C[C@H](CO)O[C@@]2(CO)CN1Cc1ccc(-c2cccc(Cl)c2)cc1,-24%,-1%,-7%,.,-3%,.,.,-11%,61%[activator]
